IMP-1 inhibitor: inhibitors of Pseudomonas aeruginosa IMP-1 metallo-beta-lactamase | 290,000 tested, 0.45% active | inhibition, % at 5.6 µM | purified IMP-1, nitrocefin hydrolysis, epi-absorbance fluorescence;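 active = inhibition above the mean plus 3 SD of all compounds in the same screening run, cut at about 4.5% in these data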;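 also: 0% = IMP-1 with DMSO and 100% = DMSO wells lacking enzyme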
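Test system: recombinant IMP-1 enzyme, purified / Medium: HEPES buffer pH 7.1 with ZnSO4 and Brij 35 / Doses: single dose, 5.6 µM / Times: 25 °C, 15 min preincubation, 25 min reaction / Detection: Epi-absorbance via hydrolysed-nitrocefin quenching of white-plate fluorescence, 480/530 nm, EDTA stop / Evaluation: percent inhibition from optical density relative to buffer-blank wells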
V1R ag counter: activates human V1a receptor in oxytocin agonist counter-screen; activation, % at 3 µM; CHO-V1R cells, Fluo-8 calcium fluorescence, agonist mode; 0% DMSO, 100% 3 nM vasopressin; 320,000 tested, 0.25% active; P37288;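 active = activation above the mean activation of all tested compounds plus 3 SD, per screening run, cut at about 20% in these data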;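 also: signal is peak over basal fluorescence ratio across a 100 second FLIPR read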
Target sequence (P37288 whole entry, looked up): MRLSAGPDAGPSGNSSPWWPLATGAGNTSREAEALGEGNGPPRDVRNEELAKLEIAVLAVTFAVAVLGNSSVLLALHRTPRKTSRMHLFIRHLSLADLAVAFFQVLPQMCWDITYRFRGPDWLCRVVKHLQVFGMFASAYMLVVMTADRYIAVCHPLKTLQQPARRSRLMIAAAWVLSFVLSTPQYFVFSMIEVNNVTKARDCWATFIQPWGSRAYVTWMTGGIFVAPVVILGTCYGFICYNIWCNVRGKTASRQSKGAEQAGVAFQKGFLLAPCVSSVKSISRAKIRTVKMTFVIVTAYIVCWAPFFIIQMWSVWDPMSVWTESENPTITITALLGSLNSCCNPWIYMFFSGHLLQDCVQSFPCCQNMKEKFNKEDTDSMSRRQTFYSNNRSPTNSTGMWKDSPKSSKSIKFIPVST
PHOSPHO1 inh: PHOSPHO1 (human) inhibition; AID 1565; Q8TCT1; recombinant PHOSPHO1, absorbance phosphatase assay; inhibition, % at 13.3 µM; 290,000 tested, 1.1% active; in the data active = inhibition above about 60%
GalR3 antagonist: blocks the human galanin receptor 3; HEK293 GalR3-CNG cAMP membrane potential fluorescence; galR3 body fused to GalR1 C-terminus; inhibition, % at 3 µM; 360,000 tested, 0.44% active; AID 651719; O60755;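 active = inhibition above the screen-wide average plus 3 SD, cut at about 13% in these data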;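 also: forskolin and galanin both at EC90 stimulate the cells; cAMP rise reported by CNG channel membrane potential dye signal; 0% = forskolin plus galanin with DMSO and 100% = forskolin alone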
Target sequence (O60755 1-299 limits assumed): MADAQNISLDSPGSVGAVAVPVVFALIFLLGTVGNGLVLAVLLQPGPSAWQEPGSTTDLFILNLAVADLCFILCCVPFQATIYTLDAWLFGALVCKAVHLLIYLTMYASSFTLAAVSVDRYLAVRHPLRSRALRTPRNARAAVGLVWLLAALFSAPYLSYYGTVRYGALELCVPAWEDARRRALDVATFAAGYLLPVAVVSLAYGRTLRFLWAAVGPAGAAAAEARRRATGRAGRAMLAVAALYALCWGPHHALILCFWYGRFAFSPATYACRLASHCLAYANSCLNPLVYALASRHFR
OXTR ag: activates the human oxytocin receptor; P30559; CHO-OTR cells, Fluo-8 calcium fluorescence; normalized: DMSO 0%, oxytocin 100%; activation, % at 3 µM; 320,000 tested, 0.32% active;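 active = activation above the mean of all tested compounds plus 3 SD, cutoff set per screening run, cut at about 20% in these data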;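 also: peak over basal fluorescence ratio from a 100 s FLIPR kinetic read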
Target sequence (P30559 whole entry, looked up): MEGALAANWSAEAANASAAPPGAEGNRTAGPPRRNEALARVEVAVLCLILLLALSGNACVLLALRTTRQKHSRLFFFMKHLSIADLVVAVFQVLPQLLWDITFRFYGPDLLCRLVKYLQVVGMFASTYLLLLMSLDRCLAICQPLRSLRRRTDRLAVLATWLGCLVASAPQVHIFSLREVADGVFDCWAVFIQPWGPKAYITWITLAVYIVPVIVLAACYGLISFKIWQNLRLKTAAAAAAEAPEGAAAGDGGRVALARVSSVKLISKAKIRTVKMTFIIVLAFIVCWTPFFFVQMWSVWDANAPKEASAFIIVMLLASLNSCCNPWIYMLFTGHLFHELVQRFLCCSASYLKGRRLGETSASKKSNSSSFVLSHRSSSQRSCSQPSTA
VIM-2 inhibitor: inhibitors of Pseudomonas aeruginosa VIM-2 metallo-beta-lactamase. inhibition, % at 5.6 µM. purified VIM-2, nitrocefin hydrolysis, epi-absorbance fluorescence. AID 1527. 290,000 tested, 0.89% active;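 active = inhibition above the mean of all tested compounds plus 3 SD, cutoff set per screening run, cut at about 7.5% in these data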;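 also: red hydrolysis product quenches plate fluorescence so inhibitors raise well fluorescence; 0% = enzyme with DMSO and 100% = DMSO without enzyme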
GPR7 antag: antagonists of human GPR7 (neuropeptides B/W receptor 1). P48145. GPR7-expressing cells, fluorescence antagonist assay. AID 1861. 290,000 tested, 1.1% active. inhibition, % at 4.4 µM; in the data active = inhibition above about 16%, passing the limit was not always enough;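 also: cells stimulated with the agonist NPW; 0% = agonist with vehicle and 100% = vehicle without agonist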
FID counter: displaces DNA intercalator in HCV helicase counter-screen | 290,000 tested, 0.17% active | DNA fluorescent intercalator displacement, fluorescence | inhibition, % at 7.9 µM; in the data active = inhibition above about 37%;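 also: 0% = vehicle and 100% = reference compound; higher means more ethidium bromide displaced from hairpin DNA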
NS3 helicase inh: inhibitors of Hepatitis C virus NS3 helicase. NS3 helicase DNA unwinding, Cy5 molecular beacon fluorescence. inhibition, % at 10.9 µM. 290,000 tested, 0.56% active;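 active = inhibition above the mean of all tested compounds plus 3 SD, set per campaign, cut at about 35% in these data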;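 also: 0% = DMSO wells and 100% = thioflavine S control wells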
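Assay system – hepatitis C virus NS3 helicase domain fragment enzyme · Buffer or medium – MOPS pH 6.5, MgCl2, DTT, Tween20, BSA · Reagent – Cy5/quencher beacon DNA duplex and ATP to start · Compound – single 10.9 µM dose · Timing – 1 h at 25 °C · Technique – Cy5 beacon fluorescence read at start and 1 h · Measure – % inhibition of unwinding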
The depositor's hits bear a star; . = not tested or not shown.

SMILES	IMP-1 inhibitor	V1R ag counter	PHOSPHO1 inh	GalR3 antagonist	OXTR ag	VIM-2 inhibitor	GPR7 antag	FID counter	NS3 helicase inh
CCn1cc(C(=O)N2CCN(c3ccc(C(C)=O)cc3)CC2)c2cc(OC)c(OC)cc2c1=O	-2.0	0.5	28	11	-0.5	-0.8	-8	-29	0
CC(O)Cn1cnc2c1c(=O)n(C)c(=O)n2C (stereo unspecified)	-2.5	0.4	-1	.	0.3	-1.3	-9	-9	6
COc1ccc(C(C)(C)C)cc1S(=O)(=O)N1CCN(C)CC1	-1.9	-0.3	0	2	0.4	-0.1	-11	2	0
CCCCC(=O)OCC(=O)Nc1ccc(OC(F)F)cc1	0.1	-0.2	4	-7	-2.0	-1.8	10	-3	-3
COc1nc(-c2cnccn2)sc1C	-3.6	3.1	16	-6	0.1	-2.9	-11	1	3
Cc1sc2nc(SCC(=O)c3cccs3)n(Cc3ccco3)c(=O)c2c1C	-0.4	0.7	19	-5	0.8	1.3	3	-9	5
Cc1ccc(C(C)C)c(Oc2cnccn2)c1	-0.2	0.5	.	-7	0.7	-2.2	3	-5	-4
CN=C(Nc1ccc(Cl)cc1)c1cccc(C(F)(F)F)c1	-1.7	2.4	12	-8	3.0	-3.3	-7	8	-8
CCOc1cccc(CNCc2ccncc2)c1	-2.8	.	62*	-5	.	-1.1	1	1	-1
CCCCCc1ccc(CC(=O)Nn2c(C)nc3ccccc3c2=O)cc1	-2.0	8.6	4	-2	10	-3.5	2	-9	-16
CCC(=O)NC(c1cccc([N+](=O)[O-])c1)c1c(O)ccc2ccccc12 (stereo unspecified)	-1.1	0.0	32	-4	-0.7	-2.4	-4	3	-8
COc1ccccc1NC(=O)N1CCC(c2nc3ccccc3o2)CC1	-3.6	-0.1	-8	0	-0.6	-2.8	3	-19	5
CCNc1nc(Oc2ccc(C(=O)OCC)cc2)nc(N2CCOCC2)n1	-0.6	4.7	28	.	-1.1	-2.1	-16	-5	3
Nn1c(SCc2ccccc2)nnc1-c1ccccn1	-2.7	-0.7	33	-5	-0.1	-1.6	1	-5	-11
COc1ccc(-n2nnnc2SCC(=O)Nc2cccc(NC(C)=O)c2)cc1OC	-4.8	0.2	-9	-4	-0.5	-0.5	-7	-5	-11
COc1ccc(CN2CCNC(=O)C2CC(=O)NCc2ccc(C)s2)c(OC)c1 (stereo unspecified)	-3.9	-0.4	6	-3	-0.6	-2.7	-1	-11	-12
COc1ccc(/C=C/C(=O)NCC2COc3ccccc3O2)cc1OC (stereo unspecified)	0.9	-0.6	37	-7	0.5	0.1	-1	-25	-5
Cn1c(C(=O)N[C@@H](C(=O)O)c2ccccc2)cc2cc(F)ccc21	-1.6	-0.3	27	-1	-0.3	-2.4	-3	-18	-14
Cc1[nH]c2ccccc2c1/C=N/Nc1ccc([N+](=O)[O-])cc1	-1.6	18	-7	-5	21*	-3.0	1	20	-12
O=[N+]([O-])c1cnc2ccccc2c1	-3.7	0.1	1	0	-0.6	-0.8	-6	-1	-4
Cc1ccc(C2=NN(C(=O)CCC(=O)O)C(c3cn(-c4ccccc4)nc3-c3ccc(C)cc3)C2)cc1 (stereo unspecified)	-1.1	0.5	-7	-4	-0.1	-2.0	-4	-12	1
O=C(CN1CCCCCC1)NCc1ccccc1	-3.2	0.2	-26	-6	0.0	-3.3	1	2	10
Cc1nnc(SCC(=O)N2CCCCCC2)n(N)c1=O	-3.3	0.8	20	0	1.4	-4.2	-14	2	0
CC(C)C[C@H](NC(=O)c1nc[nH]c1C(=O)NCc1ccccc1)C(=O)OCc1ccccc1	-2.6	1.2	18	-7	0.0	-3.1	-30	-30	-13
O=C(Nc1ccc(N2CCCC2)c(Cl)c1)c1ccccc1[N+](=O)[O-]	-1.3	1.1	-29	-1	-0.6	-0.6	-2	5	-6
CC(C)C[C@H](NC(=O)c1[nH]cnc1C(=O)N[C@@H](C)C(=O)OC(C)(C)C)C(=O)OC(C)(C)C	.	-1.6	26	-1	-2.2	.	.	.	.
Cc1csc(SCC(=O)NCc2cccc(Cl)c2)n1	-0.2	-1.6	23	0	-2.5	2.1	-3	-8	1
Cc1cccc(-c2noc(-c3ccccc3C(=O)NCC3CCCO3)n2)c1 (stereo unspecified)	-0.9	0.4	-4	-2	1.6	1.8	3	-15	6
CCN(CC)CCCN1C(=O)C(=O)/C(=C(/O)c2cc(C)ccc2C)C1c1cccnc1 (stereo unspecified)	1.5	0.8	-8	2	1.9	-1.3	-5	0	-3
COc1ccc(/C(N)=N/OC(=O)CC2CCCCC2)cc1OC	-3.0	0.4	53	-1	-0.9	-2.9	-14	-35	8
COc1ccc(C(C)NC(=O)c2ccccc2Br)cc1OC (stereo unspecified)	-1.3	-0.2	23	-6	-0.3	-2.1	-7	-5	4
O=C(CN1C(=O)NC2(CCCC2)C1=O)Nc1ccc(Cl)c(C(F)(F)F)c1	-4.4	4.4	19	-6	3.4	0.1	-2	0	-18
COc1ccc2c(C)c(CC(=O)N3CCN(C(=O)C4COc5ccccc5O4)CC3)c(=O)oc2c1 (stereo unspecified)	0.0	4.6	64*	3	3.2	-2.7	-23	-53	-1
CSc1ccc(Cl)c(C(=O)OCC(=O)N2CCOCC2)c1	-1.1	0.1	-3	1	-0.1	-0.5	-7	-3	2
COCC1CCCCN1C(=O)c1ccc2oc(CCc3ccccc3)nc2c1 (stereo unspecified)	-0.8	2.9	48	-4	-0.3	-1.9	2	-35	-2
Cc1cccc(/C=C/c2onc(C)c2S(=O)(=O)N2CCC(C(=O)NC(C)C)CC2)c1	-1.4	0.5	28	1	-0.3	-3.4	-8	-28	-24
C[C@@]12CCC=C[C@H]1[C@H](c1ccc(F)c(/C=C/c3ccccc3)c1)N(Cc1ccccc1)C2=O	.	1.2	9	-4	-0.8	.	.	.	.
c1ccc(CN2CCN(Cc3cn4cccnc4n3)CC2)cc1	-1.5	1.0	2	-1	0.9	-2.2	-10	-7	-3
CCC(C)(C)n1nnnc1CN1CCN(c2nc3ccc(C)cc3cc2C#N)CC1	-1.0	-0.9	30	-4	-2.1	-2.7	7	-3	-21
COc1ccc(CCNC(=O)COc2ccc([N+](=O)[O-])cc2)cc1	0.2	0.5	-4	-1	-0.6	1.7	-1	-5	11
CC(=O)N1C=CN(C(C)=O)C(c2cn(C)c3ccccc23)C1c1cn(C)c2ccccc12 (stereo unspecified)	-3.5	6.3	6	-10	6.6	-1.4	1	-25	-10
CCOC(=O)c1cc(C(O)(C(F)(F)F)C(F)(F)F)c(/N=C/N(C)C)o1	-0.8	0.6	13	-14	0.7	-1.2	-5	-4	-2
CCN(Cc1cc2ccccc2[nH]c1=O)C(=O)C(C)C	-1.3	1.5	-12	-2	0.8	-0.5	-14	3	7
O=C(O)C1CC(=O)N(Cc2ccc(F)cc2)C1 (stereo unspecified)	-3.0	-0.2	12	-1	-0.1	-1.9	3	1	4
Cc1cccc(C)c1NC(=O)CSc1nnc(NC(=O)c2ccccc2C(=O)O)s1	-1.8	-0.1	24	4	0.0	-2.1	-1	-9	-1
O=C(COC(=O)c1ccccc1Cl)NCCC1=CCCCC1	-2.1	-1.4	20	-6	-2.2	-3.8	-10	-38	1
Cn1ccnc1COc1ccc(C=O)cc1	-3.3	0.4	34	-6	1.2	1.3	-10	-3	-1
CCOC(=O)C1CCN(CC(=O)Nc2c(C(=O)OC)[nH]c3cccc(Cl)c23)CC1	-1.3	3.4	11	-5	0.6	-3.1	-16	-20	-5
Cc1c(N=C2SCC(=O)N2c2c(C)n(C)n(-c3ccccc3)c2=O)c(=O)n(-c2ccccc2)n1C	-6.5	-0.1	12	-1	1.8	-1.3	-11	-2	-10
CCOC(=O)c1ccc(S(=O)(=O)NCCN(CC)CC)cc1	-1.1	2.0	16	-1	3.0	-0.1	-8	-3	1
Cn1c(=O)c2c(nc(CN3CCN(c4ccccc4F)CC3)n2CCN2CCOCC2)n(C)c1=O	0.0	1.3	-8	0	1.1	0.2	-12	-32	-6
O=C(COC(=O)CCS(=O)(=O)c1ccc(Cl)cc1)Nc1ncc(Cl)cc1Cl	-3.3	-0.3	22	1	-0.8	-4.5	3	-9	2
CC1=NN(C(=O)c2ccc(C)o2)C(O)(c2ccccc2)C1 (stereo unspecified)	46*	0.7	-4	2	-0.3	-0.9	-6	-4	3
COc1c(C)cc(S(=O)(=O)N2CCCC2)c(C)c1C	-5.5	-0.5	-34	-6	-2.4	-3.0	4	-6	-12
Cc1[nH]c2ccccc2c1C(=O)CN1CCCCC1CCO (stereo unspecified)	-3.0	0.1	40	8	0.0	0.7	8	1	2
Nc1cc(=O)[nH]c(SCCSc2ccccc2)n1	-1.3	4.0	58	-8	1.7	-2.2	-2	-5	4
CCC(c1nnnn1CS(=O)(=O)c1ccc(C)cc1)N1CCC(C(N)=O)CC1 (stereo unspecified)	-3.6	0.1	24	1	0.1	-1.7	-2	-15	4
COc1ccc(CNCc2cccc(C)c2)cc1	-0.8	-0.2	15	-2	3.2	-0.4	-9	2	-2
CCc1c(C)sc(NC(=S)N2CCN(C(=O)C3CCCO3)CC2)c1C(=O)OC (stereo unspecified)	-2.3	.	12	3	.	0.5	-2	-41	2
COc1cc(O)c(C(CC(=O)N2CCCC(C)C2)c2ccc(N(C)C)cc2)c(OC)c1 (stereo unspecified)	.	-0.2	35	-6	-0.5	.	.	.	.

Pulled by compound from the list above, 4 records:
SMILES	IMP-1 inhibitor	V1R ag counter	PHOSPHO1 inh	GalR3 antagonist	OXTR ag	VIM-2 inhibitor	GPR7 antag	FID counter	NS3 helicase inh
CCN(Cc1cc2ccccc2[nH]c1=O)C(=O)C(C)C	-1.3	1.5	-12	-2	0.8	-0.5	-14	3	7
COc1ccc(CNCc2cccc(C)c2)cc1	-0.8	-0.2	15	-2	3.2	-0.4	-9	2	-2
Nc1cc(=O)[nH]c(SCCSc2ccccc2)n1	-1.3	4.0	58	-8	1.7	-2.2	-2	-5	4
CC1=NN(C(=O)c2ccc(C)o2)C(O)(c2ccccc2)C1 (stereo unspecified)	46*	0.7	-4	2	-0.3	-0.9	-6	-4	3

Additional entries
SMILES	IMP-1 inhibitor	V1R ag counter	PHOSPHO1 inh	GalR3 antagonist	OXTR ag	VIM-2 inhibitor	GPR7 antag	FID counter	NS3 helicase inh
Cc1cc(C(=O)NC(C)CCC(C)C)c2ccccc2n1 (stereo unspecified)	-1.6	-0.3	-4	7	-1.0	-3.4	-12	-14	6
CCn1c(SCC(=O)OC2CCCCC2)nnc1-c1ccncc1	-3.6	0.0	9	4	-0.1	-1.5	0	-20	13
O=S(=O)(c1ccccc1)c1cnc(-c2ccccc2)nc1N1CCCC1	-1.9	0.5	39	-9	-0.8	-2.0	3	1	-5
Cc1c(C#N)c(NC(=O)CCl)n(Cc2ccccc2)c1C	-3.0	-0.1	5	-1	0.0	-0.3	-5	2	-5
O=C(c1ccc(CN2CCc3ccccc3C2)cc1)N1CCN(c2ccc(F)cc2)CC1	-2.0	4.6	.	-2	4.8	-1.9	-6	-1	-8
Nc1nc2ccc(Cl)cc2c2nc(-c3ccco3)nn12	-1.2	1.0	36	.	-0.1	-2.7	-8	2	3
